Siah-1 displacement: Siah-1 peptide-binding antagonists, primary screen, biochemical, fluorescence polarization, rhodamine-plectin, uHTS (AID 1817); Siah-1 / rhodamine-plectin peptide fluorescence polarization; higher % means a stronger effect; one-dose displacement, % at 20 µM; IC50 in µM for titrated hits; hit rate 0.02% among 290,000;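 active means displacement of at least 50% at 20 µM, with a fluorescence ratio check between 0.3 and a set limit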;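 further: plate controls were Siah plus tracer with DMSO for no effect and tracer alone without Siah for full effect; strong numbers were not always called active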
HEK293 NOD2/NF-kB: NOD2 signaling inhibitors, cell-based, luminescence, uHTS, HEK293 (AID 1566); HEK293 NOD2/NF-kB luciferase reporter, luminescence; higher % means a stronger effect; hit rate 0.63% among 290,000; inhibition, % at 4 µM; hits with a dose series show EC50 in µM; further: many of its hits are not listed in these tables
XIAP antagonists: XIAP antagonists, biochemical, IAP family, fluorescence polarization (AID 1018). XIAP BIR domain, fluorescence polarization peptide displacement; higher % means a stronger effect. displacement, % at 20 µM, or IC50 in µM where a hit was titrated. hit rate 0.007% among 200,000; in the data active means displacement above about 50%; further: a part of the inactive calls stands beside numbers as strong as those of hits
AID2073: inhibitors of Mint1-CaV2.2 protein interaction, biochemical, HTRF (AID 2073); hit rate 0.19% among 290,000; inhibition, % at 20 µM; hits with a dose series show IC50 in µM; HTRF protein-protein interaction, Mint1-CaV2.2; higher % means a stronger effect; in the data active means inhibition mostly above about 51%, no sharp cut-off; inconclusive means no clear call, values can overlap the other calls; inactive means mostly below about 53%; further: some results filed as inactive read as strong as hits
LYP phosphatase: PTPN22 lymphoid phosphatase activity blockers – biochemical, fluorescence intensity, uHTS (AID 1779) | inhibition, % at 11.5 µM, or IC50 in µM where a hit was titrated | hit rate 0.054% among 290,000 | recombinant LYP phosphatase, fluorescence intensity; higher % means a stronger effect;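 further: plate controls were vehicle with enzyme for no effect and no enzyme for full effect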
M17LAP inhibition: P. falciparum M17LAP inhibitors, primary screen, biochemical, fluorogenic H-Leu-NHMec substrate, 1536-well (AID 1619); recombinant M17LAP, H-Leu-NHMec fluorogenic kinetic assay; higher % means a stronger effect; inhibition, % at 30 µM, or IC50 in µM where a hit was titrated; hit rate 0.38% among 220,000;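 active means compound inhibiting the enzyme by more than half at any dose during confirmatory dose-response retesting; inconclusive means strong single-dose inhibitors picked by rank but not retested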;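 further: plate controls were full reaction with DMSO carrier for no effect and no enzyme background for full effect; strong numbers were not always called active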
Lipid droplet: modulators of hepatic lipid droplet formation; AML12 mouse hepatocytes, oleate lipid droplets, BODIPY imaging; inhibition, % at 6.5 µM; hit rate 0.4% among 240,000; AID 1656;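 active means lipid droplet intensity inhibited by at least 50%, with more than 500 cells counted; inconclusive means wells with under 300 cells, treated as cytotoxic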
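Assay system: AML12 hepatocytes (mouse) / Also added: 100 µM oleic acid challenge / Times: overnight treatment with compound plus oleate / Detection: high-content imaging of BODIPY-stained droplets and DAPI nuclei / Evaluation: % inhibition of lipid droplet signal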
P. falciparum M1AAP: malaria alanyl aminopeptidase activity blockers – biochemical, fluorogenic H-Leu-NHMec substrate, 1536-well (AID 1445) | recombinant M1AAP, H-Leu-NHMec fluorogenic kinetic assay; higher % means a stronger effect | one-dose inhibition, % at 30 µM; IC50 in µM for titrated hits | hit rate 0.42% among 220,000;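 active means primary inhibition above the hit cutoff, then over 50% inhibition at one or more dose response concentrations, cut at about 23% in these data, passing the limit was not always enough; inconclusive means conflicting primary data, or primary hits not chosen for dose response; inactive means low primary inhibition, or under 50% at every dose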;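 further: plate controls were DMSO full reaction for no effect and no enzyme background for full effect; strong numbers were not always called active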
CSM14.1 death rescue: protection against thapsigargin-triggered cell killing – 384-well, CSM14.1, ATP luminescence, primary screen (AID 1222) | 190,000 tested, under 10 active | cellular ATP content (survival), % at 20 µM; hits with a dose series show EC50 in µM | CSM14.1 thapsigargin-induced death rescue, ATP luminescence; higher % means a stronger effect;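 active means EC50 below 50 µM in the dose-response confirmation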;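 further: death triggered by thapsigargin at about 15 µM added after 2 h compound pretreatment; cell ATP read after overnight thapsigargin exposure of roughly 18 to 22 hours; normalized against plate controls of thapsigargin alone and 5% DMSO vehicle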
Lipid droplet cells 6.5 µM: recorded beside Lipid droplet, whose call it bears; cell count; measured here: cell count, cytotoxicity flag;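 cells counted across two imaged fields per well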
Numbers without * were called inactive; ? = inconclusive; . = not tested or not shown. Unless noted, no stated cut-off is given here; in the data, active means inhibition above about 50%; inactive means the rest.

SMILES	Siah-1 displacement	HEK293 NOD2/NF-kB	XIAP antagonists	AID2073	LYP phosphatase	M17LAP inhibition	Lipid droplet	Lipid droplet cells 6.5 µM	P. falciparum M1AAP	CSM14.1 death rescue
Cc1cccc(NC(=O)Cn2nc(-c3ccco3)ccc2=O)c1C	-2.1%	-1.1%	.	32.6%	-7.7%	.	-26.5	801	.	.
O=C(C[n+]1cccc(C(=O)Nc2ccccc2)c1)c1ccc([N+](=O)[O-])cc1	-5.4%	-3.0%	.	-20.1%	-5.8%	.	-35.7	856	.	.
CCc1[nH]c(=S)c(C#N)c(-c2ccccc2)c1C(=O)OC	-1.2%	8.6%	-6.3%	-20.7%	-2.8%	-1.1%	24.8	697	7.3%	-3.2%
Cc1ccc(S(=O)(=O)N/N=C(\c2ccccc2)c2cccnc2)cc1	6.6%	9.1%	-11.2%	-1.4%	-4.9%	12.8%	8.1	673	1.6%	0.7%
COc1cc(SC)ccc1C(=O)Nc1ccc(C)cc1C	-3.2%	-35.9%	-5.0%	12.9%	-3.5%	-4.5%	1.2	681	9.0%	-3.2%
Cc1c(C(=O)N2CCN(c3cccc(Cl)c3)CC2)cccc1[N+](=O)[O-]	-2.3%	0.5%	10.1%	0.1%	-2.6%	-5.3%	-33.9	702	4.7%	2.5%
CC1(C)CN(c2ccc(C(=O)c3ccccc3)cc2)C1=O	3.4%	5.1%	-8.5%	17.8%	-4.3%	-3.0%	-15.0	679	6.0%	0.3%
COc1ccc(CNC(=O)CCN2C(=O)c3ccccc3C2=O)cc1	1.2%	15.4%	.	26.1%	-4.1%	.	-3.7	782	.	.
CC(C(=O)N(C)C1CCCCC1)N1CCC(C(N)=O)CC1 (stereo unspecified)	-2.3%	-20.2%	.	4.3%	-13.2%	.	6.7	801	.	.
Cc1cccc(-c2nc(CSc3nc4c(c(=O)[nH]3)CCC4)c(C)o2)c1	0.3%	.	-0.5%	2.4%	2.0%	2.8%	-0.5	756	5.5%	3.7%
COc1ccc(OC)c(-n2c(-c3cc(-c4ccc(F)cc4)n[nH]3)n[nH]c2=S)c1	3.5%	15.8%	0.4%	-8.3%	0.9%	-2.5%	.	.	14.9%	-2.1%
CC(C)c1ccc(NC(=O)CNS(=O)(=O)c2ccc(F)cc2)cc1	-5.0%	17.3%	0.6%	9.7%	-3.5%	-10.5%	19.7	686	-5.2%	-0.4%
Cc1ccc(-c2nc(NC(=O)CSc3cc(C)c4ccccc4n3)ns2)cc1	23.0%	15.7%	-5.2%	-0.8%	1.7%	-3.6%	.	.	-0.8%	-0.2%
Cc1ccc(OCC(=O)NNC(=O)C(C)Sc2ncnc3sc(C)c(C)c23)cc1 (stereo unspecified)	-1.3%	-12.2%	-3.8%	6.1%	-4.7%	2.5%	10.2	707	3.9%	-1.9%
COc1ccc(C(=O)NCCC(=O)N2CCC3(CC2)NCCc2[nH]cnc23)cc1	-2.0%	1.0%	.	-2.5%	-13.9%	.	-17.4	627	.	.
CN1CCCN(C(=O)Cc2c(Cl)cccc2Cl)c2nc3ccccc3nc21	-1.5%	9.0%	-3.1%	5.6%	6.2%	9.8%	-0.1	769	12.0%	-1.1%
COc1ccc(-c2cc(C(=O)N3CCN(C(c4ccccc4)c4ccccc4)CC3)no2)cc1OC	0.1%	20.4%	-5.5%	15.5%	-5.9%	-0.4%	.	.	7.8%	0.8%
Cc1ccccc1Nc1ncnc(N)n1	-5.0%	1.7%	-7.1%	-1.6%	-11.2%	6.9%	22.5	665	4.5%	-0.3%
S=C(NCCC(c1ccccc1)c1ccccc1)Nc1cccc(Cl)c1	5.2%	5.9%	-7.0%	-3.2%	8.0%	4.3%	.	.	3.0%	5.1%
O=C(O)CCCCCNC(=O)Nc1ccc2c(c1)OCCO2	1.8%	-20.3%	-3.3%	-1.5%	-7.1%	5.51µM*	5.4	710	1.4%	-2.4%
CCN(CC(=O)N1CCOCC1)S(=O)(=O)c1ccc(Cl)cc1	7.8%	7.5%	.	0.9%	-6.4%	.	-12.4	714	.	.
O=C(NC(=S)Nc1ccc([N+](=O)[O-])cc1O)C1CCCCC1	-10.7%	11.1%	.	0.3%	-5.9%	.	-4.5	820	.	.
CCCCOc1ccc(C2NC(=O)NC(C)=C2C(C)=O)cc1OCC (stereo unspecified)	3.0%	14.8%	0.3%	3.6%	-5.4%	-1.0%	-24.9	678	-1.6%	0.1%
Cn1cccc1CNC(=O)Nc1ccccc1	-2.2%	-17.2%	-5.1%	15.1%	-9.9%	8.0%	2.3	771	12.6%	-1.2%
COc1ccc(NC(=O)CCC2CCCC2)cc1OC	-1.9%	-0.3%	-4.9%	23.0%	-8.7%	0.8%	0.9	798	-1.4%	3.7%
Cc1ccc(CCNC(=O)CC(C)CC2=NS(=O)(=O)c3ccccc3N2)cc1 (stereo unspecified)	2.3%	11.8%	.	4.3%	-9.1%	.	-16.2	712	.	.
CCCOc1ccc(C(=O)NCCC(=O)NCCCC(=O)O)cc1	-5.3%	8.3%	.	-6.9%	-4.5%	-1.5%	12.5	745	0.0%	.
CCC(=O)Nc1ccc(Br)c(Cl)c1	0.8%	11.5%	-7.4%	5.0%	8.3%	-2.6%	-4.6	635	1.5%	-3.1%
O=C(c1ccc(Cl)cc1)N1CCn2c1nc1ccccc12	2.4%	-49.9%	-8.8%	?	-10.5%	2.1%	20.3	725	-1.2%	-0.4%
O=C(CCNC(=O)c1ccco1)NCCc1ccc(Cl)cc1	3.2%	2.9%	.	1.4%	-4.8%	.	-21.6	692	.	.

Copied from the listing for reference:
SMILES	Siah-1 displacement	HEK293 NOD2/NF-kB	XIAP antagonists	AID2073	LYP phosphatase	M17LAP inhibition	Lipid droplet	Lipid droplet cells 6.5 µM	P. falciparum M1AAP	CSM14.1 death rescue
O=C(c1ccc(Cl)cc1)N1CCn2c1nc1ccccc12	2.4%	-49.9%	-8.8%	?	-10.5%	2.1%	20.3	725	-1.2%	-0.4%
O=C(CCNC(=O)c1ccco1)NCCc1ccc(Cl)cc1	3.2%	2.9%	.	1.4%	-4.8%	.	-21.6	692	.	.

The results go on:
SMILES	Siah-1 displacement	HEK293 NOD2/NF-kB	XIAP antagonists	AID2073	LYP phosphatase	M17LAP inhibition	Lipid droplet	Lipid droplet cells 6.5 µM	P. falciparum M1AAP	CSM14.1 death rescue
CC1(C)CC(=O)C=C(Nc2ccc(F)cc2)C1	0.8%	-4.2%	-5.5%	-5.2%	2.3%	1.4%	-7.7	570	5.9%	-3.8%
CCOC(=O)CCSc1nnc(-c2cccnc2)n1-c1ccccc1OC	1.6%	-6.4%	-7.3%	-2.5%	3.1%	-3.4%	-0.1	711	3.4%	0.5%
Cc1ccc2c(c1)c(C)c(C)n2CC(O)Cn1nc(C)cc1C (stereo unspecified)	3.5%	-3.3%	10.5%	2.9%	-4.4%	7.8%	.	.	18.5%	-1.4%
CCOC(=O)C1(Cc2cccc(OC)c2)CCN(C(C)COC)CC1 (stereo unspecified)	0.8%	9.5%	-6.0%	6.3%	-6.5%	-6.4%	-3.0	644	-0.2%	-1.5%
COc1ccc(CNC(=O)CSc2nc3ccc(C)cc3[nH]2)cc1OC	-4.4%	16.7%	.	1.1%	-6.0%	.	-15.9	844	.	.
O=c1nc2sc3ccccc3n2c(=O)n1-c1ccc(Cl)cc1	6.8%	-143.3%	-2.7%	2.6%	-6.5%	6.5%	27.7	658	8.8%	-1.2%
CCc1ccc(C(C)NC(=O)c2ccc(F)cc2)cc1 (stereo unspecified)	-3.4%	-5.0%	-3.8%	3.9%	-0.7%	1.2%	-15.5	565	-3.4%	-1.6%
CCc1nnc(NC(=O)CN2CCN(c3ccccc3F)CC2)s1	9.3%	13.3%	-5.4%	6.1%	-4.9%	4.2%	5.4	718	0.6%	-0.9%
O=c1c2ccccc2nc(-c2ccco2)n1/N=C/c1ccccc1O	2.2%	13.0%	2.0%	15.1%	-0.6%	15.9%	-5.5	751	-3.1%	2.5%
Cc1ccc(C(CCNC(C)c2cccs2)c2ccco2)cc1 (stereo unspecified)	-0.5%	-8.4%	.	-0.8%	-7.3%	-7.1%	-10.9	637	1.0%	.
Cc1ccc(S(=O)(=O)CC(N)=O)cc1	2.4%	12.9%	-4.9%	?	-7.9%	8.5%	15.7	754	5.8%	-0.1%
CCc1ccc(Nc2n[n+](-c3ccccc3)c(-c3c(Cl)cccc3Cl)s2)cc1	0.2%	31.9%	.	12.2%	-8.6%	.	-11.9	684	.	.
Cn1c(SCc2ccc(C(=O)Nc3nccs3)cc2)nnc1-c1ccccc1	-1.7%	-18.4%	-9.9%	12.6%	-2.6%	6.7%	-1.1	729	7.1%	-0.5%
COCCNC(=O)CN1CCC(n2c(C)nc3cc(C(F)(F)F)ccc32)CC1	-3.4%	20.4%	-6.4%	29.2%	-15.1%	-1.9%	7.9	739	-4.6%	-2.5%
Cc1ccc(N(C(=O)c2ccc(S(=O)(=O)N(C)C)cc2)C2C=CS(=O)(=O)C2)cc1 (stereo unspecified)	4.1%	10.8%	-3.6%	5.5%	-6.2%	-2.8%	5.1	729	0.4%	-2.2%
c1ccc(N2CCN(c3nc4cc5c(cc4s3)OCCO5)CC2)cc1	6.6%	-50.1%	-1.4%	45.6%	1.6%	-12.0%	3.2	694	1.0%	-2.6%
Cc1ccc(S(=O)(=O)Nc2nc3cc(C)c(C)cc3[nH]2)cc1	-0.7%	18.5%	-2.7%	5.4%	-7.9%	-4.7%	-7.5	699	-1.3%	-0.3%
COCC(=O)Nc1c(C(=O)Nc2ccc3c(c2)OCCO3)oc2ccccc12	-4.4%	-113.6%	-2.6%	14.4%	-0.1%	-5.5%	1.9	693	-4.9%	.
Cc1nn(-c2ccc(F)cc2)c(Cl)c1/C=C1\C(=O)Nc2ccccc21	-6.6%	-1.5%	-2.9%	5.3%	-8.6%	5.3%	-28.2	666	6.5%	0.4%
CC1CCCC(NC(=O)Nc2cccs2)C1C (stereo unspecified)	0.7%	-28.0%	-6.6%	52.8%	-4.8%	9.0%	1.3	774	?	6.3%
COc1ccc(NC(=O)C2CCN(Cc3cnn(-c4ccccc4)c3-n3cccc3)CC2)cc1OC	-4.8%	-10.6%	-3.4%	-5.8%	-8.6%	-2.9%	13.6	726	-2.1%	1.4%
CC(NC(=O)C1CCN(c2nnc(-n3cccc3)s2)CC1)C12CC3CC(CC(C3)C1)C2 (stereo unspecified)	5.0%	-13.1%	-1.6%	4.8%	0.3%	-5.5%	.	.	2.9%	0.0%
COCCn1c(C)cc(C(=O)COC(=O)c2ccc([N+](=O)[O-])o2)c1C	-6.3%	23.7%	-6.0%	7.2%	-2.3%	1.8%	-8.9	714	5.9%	3.0%

This is a subset (hit frequency here may not be typical).
